RPL19A TOR yeast: RPL19A-GFP expression modulators in yeast, primary screen, cell-based, S. cerevisiae, multiplex flow cytometry, MLPCN; AID 2025, 2009; hit rate 0.3% among 330,000; S. cerevisiae RPL19A-GFP strain, 3 h; stronger effect = lower value; percent response vs DMSO, % at 10 µM;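 active = percent response vs DMSO below 50%; inconclusive = fewer than 70 events counted for the yeast strain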;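 note: median channel GFP fluorescence of the barcoded RPL19A-GFP strain; ratio of sample median GFP to plate DMSO average so 100% = DMSO; lower means less RPL19A-GFP as with rapamycin TOR inhibition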
MEP2 TOR yeast: modulators of MEP2-GFP levels in yeast, primary screen, S. cerevisiae, multiplex flow cytometry, MLPCN library; S. cerevisiae MEP2-GFP strain, 3 h; 100% = DMSO control level; GFP response vs DMSO, % at 10 µM; hit rate 0.51% among 330,000;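 active = GFP response versus DMSO above a set limit, roughly screen mean plus 3 SD, cut at about 180% in these data; inconclusive = fewer than 70 cells counted for a yeast strain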;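 note: median GFP fluorescence of the barcode-gated MEP2-GFP cells per well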
AHR act: AHR activators, primary screen, cell-based, luminescence, luciferase reporter, human; AHR-responsive luciferase reporter cells; activation, % at 5 µM; hit rate 2.5% among 320,000; in the data active = activation above about 47%;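 note: 0% = vehicle wells and 100% = reference agonist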
LAP4-GFP MLPCN: modulators of LAP4-GFP expression in yeast, primary screen, S. cerevisiae, multiplex flow cytometry, MLPCN library | AID 2023, 2009 | GFP response vs DMSO, % at 10 µM | 3 h; median GFP as percent of DMSO wells | hit rate 0.34% among 320,000;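 active = GFP response vs DMSO above a set limit, about the screen mean plus 3 SD, cut at about 150% in these data; inconclusive = under 70 cell events counted for the yeast strain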
procasp7 counter: procaspase-7 activators, primary screen, counter-screen for procaspase-3 activator project, biochemical, absorbance, HTS, human; recombinant procaspase-7, Ac-DEVD-pNA absorbance 405 nm; D23A/D198A/D206A triple mutant, cannot self-cleave; scale: DMSO 0, 5 µM enzyme 100; activation, % at 8.5 µM; Caspase-7 (Homo sapiens), P55210; hit rate 0.093% among 330,000;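 active = percent activation above the screen-wide mean plus 3 SD, cut at about 25% in these data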
Target sequence (P55210 whole entry D23A/D198A/D206A): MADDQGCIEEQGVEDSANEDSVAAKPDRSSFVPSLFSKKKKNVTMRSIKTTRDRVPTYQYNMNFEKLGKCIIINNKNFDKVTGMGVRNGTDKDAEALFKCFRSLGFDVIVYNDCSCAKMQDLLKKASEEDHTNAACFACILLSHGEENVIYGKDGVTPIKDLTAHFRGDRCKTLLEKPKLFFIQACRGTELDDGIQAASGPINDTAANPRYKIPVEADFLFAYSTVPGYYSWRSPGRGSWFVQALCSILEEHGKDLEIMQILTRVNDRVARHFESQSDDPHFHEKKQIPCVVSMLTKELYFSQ
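Assay system: Uncleavable procaspase-7 mutant enzyme | Input: 2 µM procaspase-7 mutant as dispensed | Timing: 1 h compound preincubation, 2 h substrate cleavage, 25 °C | Repeats: One well per compound | Control set: DMSO wells as 0%, DMSO with 5 µM added PC-7 as 100% | Technique: Epi-absorbance of released pNA at 405 nm, two timepoints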
proCasp3 act: activators of human procaspase-3 D3A mutant, primary screen, biochemical, absorbance, PC-3 D3A mutant, single concentration. activation, % at 8.5 µM. hit rate 0.11% among 330,000. Caspase-3 (Homo sapiens), P42574. recombinant procaspase-3 D3A, Ac-DEVD-pNA absorbance 405 nm;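 active = activation above the mean of all tested compounds plus 3 SD, cut at about 21% in these data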;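 note: 0% = DMSO alone and 100% = DMSO wells spiked with extra 5 µM PC-3 D3A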
Target sequence (P42574 whole entry D9A/D28A/D175A): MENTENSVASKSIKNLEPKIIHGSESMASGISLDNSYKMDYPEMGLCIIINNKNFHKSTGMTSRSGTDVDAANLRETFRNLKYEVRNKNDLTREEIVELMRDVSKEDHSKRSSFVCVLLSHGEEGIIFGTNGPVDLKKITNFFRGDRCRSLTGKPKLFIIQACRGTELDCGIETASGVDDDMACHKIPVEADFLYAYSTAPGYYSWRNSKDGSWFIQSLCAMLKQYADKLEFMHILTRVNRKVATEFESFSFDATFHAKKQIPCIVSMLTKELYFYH
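System: Procaspase-3 D3A mutant. Medium: Zinc-free 300 mM NaCl, 50 mM HEPES, 0.01% Triton X-100. Schedule: 1 h preincubation plus 2 h reaction at 25 °C. Measured by: 405 nm absorbance of p-nitroaniline, reads at 0 and 120 min. Read-out: percent activation relative to control range.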
CIT2-GFP yeast: modulators of CIT2-GFP expression in yeast, primary screen, S. cerevisiae, GFP fusion, multiplex flow cytometry, MLPCN library; S. cerevisiae CIT2-GFP strain, 3 h; 100 means same as DMSO wells; GFP response vs DMSO, % at 10 µM; hit rate 0.065% among 320,000;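 active = GFP response relative to DMSO above a set limit, near the screen mean plus 3 SD, cut at about 150% in these data; inconclusive = Fewer than 70 cells measured for a yeast strain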;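 note: ratio of well median GFP fluorescence to mean of DMSO wells on the plate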
AGP1-GFP MLPCN: modulators of AGP1-GFP expression in yeast TOR pathway, primary screen, cell-based, multiplex flow cytometry, S. cerevisiae, MLPCN library. 3 h; GFP as percent of DMSO wells. GFP response vs DMSO, % at 10 µM. hit rate 0.02% among 320,000;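 active = GFP response relative to DMSO above a set limit, near screen average plus 3 SD, cut at about 150% in these data; inconclusive = fewer than 70 cells counted for the yeast strain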;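 note: median GFP channel fluorescence of the gated AGP1 strain per well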
Starred values were filed as active, the others as inactive; ? = inconclusive; · = not tested or not shown. Random draw from the library. Share with any hit: about 3.5%.

SMILES | RPL19A TOR yeast | MEP2 TOR yeast | AHR act | LAP4-GFP MLPCN | procasp7 counter | proCasp3 act | CIT2-GFP yeast | AGP1-GFP MLPCN
O=C(COC(=O)c1ccc([N+](=O)[O-])o1)NC1CCCc2ccccc21 (configuration not stated) | 94 | 92 | 4 | 98 | 3 | -3 | 96 | 99
CCN(CC)C(=O)c1ccc(COc2ccc(Cl)c(C)c2)o1 | 103 | 107 | 14 | 99 | 3 | -4 | 102 | 99
O=S(=O)(NC(=NCc1ccccc1)c1ccccc1F)c1ccccc1 | 103 | 104 | 0 | 110 | 8 | 0 | 103 | 105
Cc1ccc(C(=O)c2c3ccc(C(F)(F)F)cc3[n+]([O-])n2CCCN)cc1 | 99 | 96 | 27 | 93 | -3 | 3 | 81 | 88
COc1ccc(/C=N/Nc2ccc(C(=O)O)cc2)c(OC)c1OC | 100 | 92 | 5 | 99 | -3 | -4 | 91 | 92
CC(=O)Nc1ccc(C(=O)NNC(=O)C2CC2)cc1 | 108 | 104 | · | 74 | · | · | 88 | 99
CCN(C(=S)Nc1cccnc1)c1ccccc1 | 99 | 105 | 0 | 103 | 2 | 4 | 98 | 105
Cc1ccc(N(C(C)C(=O)Nc2ccccc2C(=O)N2CCOCC2)S(C)(=O)=O)cc1C (configuration not stated) | 98 | 105 | 3 | 100 | 11 | 10 | 102 | 103
Cc1cc(/C=N/Nc2nc(N)ncc2[N+](=O)[O-])c(C)n1-c1cccc(C(F)(F)F)c1 | 99 | 97 | 4 | 108 | -13 | 0 | 104 | 98
O=C(CN1CCOCC1)Nc1ccccc1F | 105 | 102 | 0 | 83 | 5 | -3 | 107 | 101
CCOC(=O)N1CCN(C(=O)CSCC(=O)Nc2nc(-c3ccccc3)cs2)CC1 | 97 | 96 | 13 | 101 | 11 | 5 | 101 | 104
O=C(NC1CCCCC1)C(c1cccnc1)N(C(=O)CCl)c1ccc(F)cc1 (configuration not stated) | 102 | 108 | 4 | 103 | 3 | -8 | 106 | 107
CCc1ccc(N2CC(C(=O)NC3CC3)CC2=O)cc1 (configuration not stated) | 102 | 101 | 2 | 102 | -6 | 5 | 107 | 101
Cc1cc(C(=O)NC(=S)Nc2ccccc2N2CCCC2)ccc1[N+](=O)[O-] | 98 | 102 | 50* | 98 | -22 | -5 | 93 | 98
CSc1nnc(-c2ccc(C(F)(F)F)cn2)o1 | 94 | 101 | -3 | 97 | 3 | -7 | 104 | 96
Cc1cccc(NC(=O)CC2NC3CCCCC3NC2=O)c1 (configuration not stated) | 103 | 102 | 1 | 102 | -6 | 1 | 106 | 105
Cc1c(C(=O)Nc2ccc(OCc3ccccc3)cc2)cccc1[N+](=O)[O-] | 101 | 105 | -2 | 101 | -4 | -4 | 110 | 100
C=CCOC(=O)C1=C(C)NC(=O)NC1c1ccc(OCC)cc1 (configuration not stated) | 105 | 113 | 2 | 94 | 1 | -1 | 102 | 100
CNS(=O)(=O)c1c(C)cc(C)c(N(C)S(=O)(=O)c2ccccc2)c1C | 98 | 98 | -1 | 104 | 5 | 2 | 104 | 107
O=C(NCCc1cccc(F)c1)C1CCC(=O)N(CCCc2ccccc2)C1 (configuration not stated) | 99 | 96 | 0 | 76 | -19 | 4 | 99 | 88
CCN(C[C@H]1N[C@@](Cc2ccccc2)(C(=O)OC)[C@H]2C(=O)N(C)C(=O)[C@@H]12)C(=O)Nc1ccc(Cl)cc1 | 94 | 90 | 1 | 94 | 6 | 1 | 93 | 94
CC(C)(CNC(=O)/C=C/c1ccc(F)cc1)CNC(=O)/C=C/c1ccc(F)cc1 | 104 | 102 | 5 | 98 | 8 | 1 | 105 | 97
C=CCn1c(SCC(=O)C(C)(C)C)nnc1-c1cccs1 | 99 | 97 | 1 | 95 | 4 | -7 | 101 | 100
CC(OC(=O)c1nsc(Cl)c1Cl)C(=O)NC(C)(C)C (configuration not stated) | 100 | 106 | 1 | 111 | 1 | 3 | 95 | 101
CCO[C@@H]1OC(C(=O)NC2CC2)=C[C@H](C(C)(C)C)[C@H]1CCCO | 97 | 102 | 2 | 93 | 8 | 6 | 99 | 96

(listing goes on)
SMILES | RPL19A TOR yeast | MEP2 TOR yeast | AHR act | LAP4-GFP MLPCN | procasp7 counter | proCasp3 act | CIT2-GFP yeast | AGP1-GFP MLPCN
CCOC(=O)c1c(C)[nH]c(C(=O)COC(=O)CCC2CCCC2)c1C | 99 | 105 | 3 | 99 | -8 | 7 | 103 | 101
COc1ccc(CCNC(=O)C2CCCN(S(=O)(=O)N3CCCCCC3)C2)cc1OC (configuration not stated) | 98 | 95 | 2 | 93 | 5 | 3 | 105 | 98
CCS(=O)(=O)N1CCC(c2nc(-c3ccc(C)cc3)no2)CC1 | 102 | 101 | 3 | 95 | 8 | 3 | 104 | 98
Cc1nc2cc3nc(C(F)(F)F)[nH]c3cc2[nH]1 | 101 | 101 | 50* | 97 | -1 | -4 | 99 | 105
CCCCCOc1ccc(CSc2ncn[nH]2)cc1 | 96 | 97 | 0 | 107 | -6 | -5 | 86 | 88
COc1cc(Cl)c(CN2CCCC(CO)(Cc3cccc(Cl)c3)C2)cc1OC (configuration not stated) | 104 | 104 | 0 | 102 | -8 | 0 | 104 | 105
COc1ccc(C2NC(=O)C(C#N)=C(S)N2c2ccc(C)cc2)cc1OC (configuration not stated) | 104 | 102 | 6 | 106 | -16 | -6 | 103 | 108
COc1ccc(Nc2nccc(N(C)C)c2C#N)cc1 | 91 | 93 | 5 | 98 | 11 | 2 | 93 | ·
N#C/C(=C\c1ccc(O)c(O)c1)C(=O)N1CCc2ccccc21 | 99 | 97 | 1 | 109 | -7 | -8 | 81 | 83
O=C(O)c1ccc2c(c1)S(=O)(=O)c1ccccc1C2=O | 106 | 115 | · | 95 | · | · | 99 | 96
CC(C)(C)c1ccc(/C=C/C(=O)Nc2ncccn2)cc1 | 104 | 95 | 28 | 93 | 3 | 9 | 96 | 98
CCOC(=O)c1c(C)n(C)c2ccc(O)c(CN3CCN(C)CC3)c12 | 104 | 105 | 5 | 101 | 4 | 2 | 97 | 102
COc1ccc(-c2csc(=Nc3c(C)n(C)n(-c4ccccc4)c3=O)n2C(C)(C)C)cc1 | 96 | 106 | -2 | 93 | -2 | 4 | 106 | 102
COc1ccc(NC(=O)C2CCCN2S(=O)(=O)c2ccc(Cl)cc2)cc1 (configuration not stated) | 107 | 109 | 1 | 108 | -5 | 2 | 104 | 106
CN1CCN(c2oc(Cc3cccc4ccccc34)nc2C#N)CC1 | 97 | 96 | 8 | 99 | -1 | -3 | 92 | 99
Cn1cc(C(=O)NCc2ccc(F)cc2)c(=O)c2cc(S(=O)(=O)N3CCCCC3)ccc21 | 109 | 83 | 0 | 97 | 6 | 9 | 113 | 109
Cc1cccc(NC(=O)c2cccc(NC(=O)c3ccccc3)c2)n1 | 101 | 112 | 34 | 98 | 6 | 5 | 105 | 100
Cc1ccc(Oc2ccc(OCC(=O)OC3CCS(=O)(=O)C3)cc2)cc1 (configuration not stated) | 92 | 99 | -4 | 118 | -2 | -7 | 98 | 97
O=C1CN(c2ccccc2)C(=S)N1C(=O)c1ccccc1 | 104 | 103 | 5 | 100 | -18 | -9 | 93 | 91
Cc1cc(C(=O)CN2C(=O)C(=O)N(Cc3ccccc3)C2=O)c(C)n1-c1ccccc1F | ? | ? | 0 | ? | 7 | -4 | ? | ?
Cc1ccccc1C(=O)c1cccn1CC(=O)NCC(C)c1ccccc1 (configuration not stated) | 88 | 87 | 7 | 92 | 13 | -5 | 87 | 91
COC(=O)c1cn(-c2ccc(Cl)cc2)c(=O)c2ccccc12 | 99 | 103 | 14 | 105 | 10 | 1 | 92 | 95
S=C(NCc1ccco1)NCC(c1ccco1)N1CCCCC1 (configuration not stated) | 95 | 100 | 1 | 117 | 0 | -5 | 105 | 99
CS(=O)(=O)Nc1cccc(C(=O)CC2(O)C(=O)Nc3ccccc32)c1 (configuration not stated) | 100 | 107 | 14 | 94 | 5 | 9 | 104 | 108
COc1cc(NC(=O)CN2CCN(CC(=O)Nc3ccccc3OC)CC2)cc(OC)c1 | 108 | 109 | 2 | 98 | 10 | -4 | 111 | 106

The results go on.
SMILES | RPL19A TOR yeast | MEP2 TOR yeast | AHR act | LAP4-GFP MLPCN | procasp7 counter | proCasp3 act | CIT2-GFP yeast | AGP1-GFP MLPCN
CCN(CC)c1ccc(NC(=O)c2ccccc2)cc1S(=O)(=O)Nc1ccccc1OC | 100 | 101 | 35 | 105 | -15 | -13 | 98 | 96
Cc1nnc(SCC(=O)Nc2ccc(Oc3ccccc3)cc2)n1N | 93 | 101 | 2 | 93 | 6 | 5 | 96 | 97
COc1cc(C(=O)NCC(=O)N/N=C(/C)c2ccc3c(c2)CCCC3)cc(OC)c1OC | 101 | 95 | 2 | 99 | -5 | -5 | 93 | 102
CCC(c1nnnn1Cc1ccco1)N1CCN(c2cc(Cl)ccc2C)CC1 (configuration not stated) | 103 | 95 | 18 | 97 | 5 | 0 | 98 | 95
C=CCSc1cc(C)nc2c(-c3ccc(Cl)cc3)c(C)nn12 | 96 | 99 | 28 | 93 | -20 | -7 | 103 | 103
Cc1ccc(C(=O)CSc2nc(-c3ccccc3)cc(=O)[nH]2)cc1 | 104 | 107 | 10 | 116 | 14 | 12 | 103 | 107
Cn1c(=O)n(CCc2ccccc2)c(=O)c2c1nc1n2CCCN1CCc1ccccc1 | 93 | 94 | 83* | 105 | 5 | 2 | 72 | 78
Fc1ccc(CNn2cnnc2SCc2ccc(F)cc2)cc1 | 99 | 99 | -6 | 96 | 2 | -2 | 96 | 95
O=C(CN1C(=O)NC2(CCCCC2)C1=O)Oc1ccc2c(C(F)(F)F)cc(=O)oc2c1 | 102 | 106 | 2 | 113 | 10 | 8 | 91 | 108
O=C(NCCSc1ccccc1)c1cncc(Br)c1 | ? | ? | 4 | ? | 2 | -5 | ? | ?
CCOC(=O)c1ccccc1NC(=O)COC(=O)c1cc([N+](=O)[O-])ccc1N1CCOCC1 | 91 | 94 | 1 | 105 | -17 | -15 | 97 | 98
CCCOc1ccc(NC(=O)C2CC(=O)N(C(C)C)C2)cc1 (configuration not stated) | 100 | 102 | 6 | 100 | 8 | 6 | 102 | 105

Compounds listed so far that contain two or more sulfur atoms:
SMILES | RPL19A TOR yeast | MEP2 TOR yeast | AHR act | LAP4-GFP MLPCN | procasp7 counter | proCasp3 act | CIT2-GFP yeast | AGP1-GFP MLPCN
CCOC(=O)N1CCN(C(=O)CSCC(=O)Nc2nc(-c3ccccc3)cs2)CC1 | 97 | 96 | 13 | 101 | 11 | 5 | 101 | 104
CNS(=O)(=O)c1c(C)cc(C)c(N(C)S(=O)(=O)c2ccccc2)c1C | 98 | 98 | -1 | 104 | 5 | 2 | 104 | 107
C=CCn1c(SCC(=O)C(C)(C)C)nnc1-c1cccs1 | 99 | 97 | 1 | 95 | 4 | -7 | 101 | 100

High-throughput results from PubChem BioAssay.
